IDH1 R132H inh = human IDH1 R132H inhibition. IDH1-R132H enzyme, NADPH consumption, diaphorase/resazurin fluorescence. Potency, µM (doses to about 76.6 µM), without a hit: at the highest dose activity change, negative = inhibition, most hits filed as inhibitors. hit rate 0.093% among 390,000; note: potency is the fitted concentration of half-maximal effect; % is set by controls: 0 for no effect and ±100 for the full control effect; nearly all actives have a fitted effect of over 65% in size
Target sequence (O75874 whole entry R132H, stated change not applied): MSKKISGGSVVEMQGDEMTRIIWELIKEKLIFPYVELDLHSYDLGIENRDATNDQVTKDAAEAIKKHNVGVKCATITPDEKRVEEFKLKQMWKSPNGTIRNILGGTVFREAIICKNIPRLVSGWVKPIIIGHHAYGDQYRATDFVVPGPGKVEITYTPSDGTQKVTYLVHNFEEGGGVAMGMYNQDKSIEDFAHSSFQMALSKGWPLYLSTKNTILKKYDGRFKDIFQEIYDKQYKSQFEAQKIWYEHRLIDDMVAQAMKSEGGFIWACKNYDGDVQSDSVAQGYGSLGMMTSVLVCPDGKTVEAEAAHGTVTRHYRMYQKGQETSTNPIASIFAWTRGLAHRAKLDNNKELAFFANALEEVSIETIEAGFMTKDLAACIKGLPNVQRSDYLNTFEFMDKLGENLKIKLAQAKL
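IDH1-R132H (0.5 ug/mL dispensed) in pH 7.5 Tris buffer was preincubated 30 min with compound, then given a substrate mix of 0.016 mM NADPH and 2 mM alpha-KG for 80 min at room temperature; remaining NADPH was read by diaphorase/resazurin fluorescence.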
USP1 inh = blocks the human USP1/UAF1 deubiquitinase complex | Potency, µM (highest dose often 57.1 µM), for inactives: at the top dose activity change, negative = inhibition, usual class: inhibitors | recombinant USP1/UAF1, Ub-Rhodamine cleavage fluorescence | O94782 | hit rate 0.23% among 390,000; note: potency is the fitted concentration of half-maximal effect; % is set by controls: 0 for no effect and ±100 for the full control effect; nearly all actives have a fitted effect of over 60% in size; inactives centre near -12
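USP1/UAF1 complex (1 nM) preincubated 15 min at room temperature with compound, then Ub-Rho substrate (150 nM final) added. Kinetic fluorescence at 480/540 nm over 6 reads at 60 s intervals; 50 mM HEPES pH 7.8, 0.5 mM EDTA, 0.1 mg/ml BSA, 1 mM TCEP, 0.01% Tween-20.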
Vif-APOBEC3G blk = Vif-A3G binding inhibition; Q9HC16; HeLa A3G-eYFP + Vif (tagged APOBEC3G with the HIV-1 protein that degrades it), YFP fluorescence, overnight; Potency, µM (titrated, usually from 46.1 µM), inactives show at the top dose activity, negative = active, usual class: inhibitors; hit rate 0.076% among 410,000; AID 602310;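 note: potency is the fitted concentration of half-maximal effect; % is set by controls: 0 for no effect and ±100 for the full control effect; nearly all actives have a fitted effect of over 60% in size; hits raise eYFP signal because A3G escapes Vif-driven loss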
Target sequence (Q9HC16 whole entry, looked up): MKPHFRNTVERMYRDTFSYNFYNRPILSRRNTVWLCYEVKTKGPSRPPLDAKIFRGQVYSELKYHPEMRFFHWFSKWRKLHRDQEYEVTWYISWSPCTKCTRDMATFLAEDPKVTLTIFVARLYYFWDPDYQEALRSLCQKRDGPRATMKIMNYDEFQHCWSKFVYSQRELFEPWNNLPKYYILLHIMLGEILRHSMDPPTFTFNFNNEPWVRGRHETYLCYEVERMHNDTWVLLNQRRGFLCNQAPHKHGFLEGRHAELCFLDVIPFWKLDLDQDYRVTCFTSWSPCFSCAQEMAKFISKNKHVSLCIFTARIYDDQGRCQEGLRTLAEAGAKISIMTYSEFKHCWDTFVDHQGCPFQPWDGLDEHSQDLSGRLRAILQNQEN
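HeLa cells stably expressing Vif and C-terminally eYFP-tagged A3G, seeded overnight at 37 deg C, then exposed to compound by pintool overnight at 37 deg C. Rise in yellow fluorescence (Ex 488/Em 500-530, Acumen) marks blocked Vif-driven A3G degradation.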
PI4K2A inh = inhibitors of human PI4K2A; Q9BTU6; activity change, negative = inhibition, % at 76.9 µM; purified PI4K2A, ADP-Glo luminescence, 1 h; active compounds read low; hit rate 0.13% among 420,000; AID 1346378; in the data active = activity change below about -50%; inconclusive = mostly about -30% to -49%;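 note: -100% = wells without enzyme as full effect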
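In this quantitative HTS, ADP production by PI4K2A was quantified luminescently after 1 h at ambient temperature; 100 microM adenosine served as plate-quality control.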
GRP78 ERSR act = inducers of ER stress response in human glioma cells | U87-MG GRP78 promoter luciferase reporter, 16 h | hit rate 0.02% among 420,000 | AID 602332 | Potency, µM, for the others: at the highest dose activation, usual class: activators; note: potency is the fitted concentration of half-maximal effect; series mostly up to about 76 µM; % of control where 0% means no effect; nearly all actives have a fitted effect of over 35% in size
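Stably transfected U87-MG glioma cells carrying a GRP78-based luciferase sensor; 16 h compound incubation. Luminescence end-point read 10 min after Bright-Glo addition at room temperature.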
LDHA block = inhibitors of human lactate dehydrogenase A; P00338; purified LDHA, NADH/diaphorase-resazurin fluorescence; active compounds read low; activity change, % (values are at about 110 or 230 µM); hit rate 0.15% among 480,000; AID 1347041; in the data active = activity change below about -30%; inconclusive = mostly about -25% to -30%;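 note: plate controls were DMSO wells for no effect and wells without enzyme for full effect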
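Human LDH5 at 2 nM final in Tris HCl pH 7.4 with 0.06 mM NADH and 0.2 mM pyruvate, reacted 5 minutes at room temperature. Remaining NADH coupled via diaphorase/resazurin; resorufin fluorescence read at 0 and 20 minutes, normalized to enzyme-free and DMSO wells.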
RXFP1 ag = RXFP1 (human) receptor agonism; Q9HBX9; HEK293T-RXFP1 cAMP TR-FRET, 30 min; response scale: percent of porcine relaxin response, buffer zero; Potency, µM (titrated, usually from 57.5 µM), without a hit: top-dose activation, actives largely listed as activators; hit rate 0.3% among 370,000; AID 2676; note: potency is the fitted concentration of half-maximal effect; % is set by controls: 0 for no effect and ±100 for the full control effect; nearly all actives have a fitted effect of over 60% in size; many of its hits are not listed in these tables
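HEK293T cells stably expressing RXFP1 were pretreated with the PDE4 inhibitor Ro 20174, exposed to compounds for 30 min at 37C, lysed, and cAMP was read by TR-FRET. Data normalized to buffer (basal) and 29 nM porcine relaxin (100%).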
Vif-A3F inh = inhibitors of Vif-A3F interaction; hit rate 0.2% among 390,000; HeLa A3F-eYFP + Vif (tagged APOBEC3F with the HIV-1 protein that degrades it), YFP fluorescence increase; Potency, µM (doses to about 46.1 µM), inactives show top-dose activity, negative = active; note: potency is the fitted concentration of half-maximal effect; % of control where 0% means no effect; nearly all actives have a fitted effect of over 65% in size
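HeLa cells stably expressing Vif plus C-terminally eYFP-tagged A3F were seeded, incubated overnight at 37 deg C, dosed with compound, incubated overnight again at 37 deg C. Yellow fluorescence (Ex 488/Em 500-530) reported blocked Vif-mediated A3F-eYFP degradation.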
TrxR1 substrate = substrates of rat thioredoxin reductase 1; O89049; purified TrxR1 substrate turnover, NADPH consumption readout; Potency, µM (doses to about 114 µM), inactives show at the top dose activity change, negative = substrate turnover; AID 588456; hit rate 0.01% among 390,000; note: potency is the fitted concentration of half-maximal effect; % is set by controls: 0 for no effect and ±100 for the full control effect; nearly all actives have a fitted effect of over 50% in size
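Rat TrxR1, dispensed at 90 nM, was prereduced with 400 uM NADPH (final) for 5 min at ~22 deg C, then incubated with compound 15 min before 400 uM selenite. A first-read NADPH fluorescence drop versus no-compound background flagged substrates.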
Active calls of the source: *; u = inconclusive; x = not tested or not shown; & = joins results of further samples; [ ] = dose if it differs, or a comment. Unless noted, calls come from the whole dose curve; as a rule, active = well fitted curve in the direction sought with a large enough effect; inconclusive = small, poorly fitted or top-dose-only effect, or another doubt; inactive = no such curve, though single readings can be large; an effect the other way counts as inactive or inconclusive. The list is partial; rates above refer to the full screens.

SMILES	IDH1 R132H inh	USP1 inh	Vif-APOBEC3G blk	PI4K2A inh	GRP78 ERSR act	LDHA block	RXFP1 ag	Vif-A3F inh	TrxR1 substrate
Cc1ccc(-c2cn3c(n2)sc2cc(C(=O)NC4CCCCC4)ccc23)cc1	4%	-9%	0%	-4	-1%	1	6.4%	-1%	-6%[11.4 µM]
N#Cc1ccccc1NS(=O)(=O)c1cc2c3c(c1)CCN3C(=O)CC2	-4%	-22%	6%	-2	-2%	-1	u	-7%	4%
CCOC(=O)N1CCN(C(=O)c2ccc(CS(=O)Cc3ccc(C)cc3)o2)CC1 (stereo not drawn)	10%	0%	0%	-2	-3%	-8	1.2%	-4%	1%
c1nnn(C23CC4CC(CC(C4)C2)C3)n1	13%	5%	0%	3	-4%	-4	0.4%	2%	3%
O=C(NC1CCCC1)C(c1ccncc1)N(C(=O)c1csnn1)c1cccc(Cl)c1 (stereo not drawn)	-6%	-22%	0%	-2	-2%	-7	21%	6%	0%[57.1 µM]
Cc1cc(C)cc(NC(=O)Cn2nnc(C(=O)Nc3cc(C)cc(C)c3)c2N)c1	8%	-25%	-12%	-7	8%	0	3.4%	u	4%
COc1ccc(/C=C/C(=O)c2ccc(OC)cc2O)cc1	-1%	14%	-6%	0	2%&-4%	-4	1.0%	-2%	5%[57.1 µM]
CN1CC(=O)N(CC(=O)NCc2ccc(F)cc2)c2ccccc2C1=O	2%	-11%	3%	3	-2%	-1	-0.7%	-2%	-1%
COc1ccc(S(=O)(=O)Nc2ccccc2C)cc1	4%	1%	u	-2	-6%	-3	2.0%	-10%	-8%[57.1 µM]
O=C(NCCCN1CCN(c2ccccc2F)CC1)c1cc2c(s1)-c1ccccc1OC2	-1%	-25%	0%	-2	-3%	-2	8.1%	1%	256%[activator]
CC(=O)OCC1CC(COC(C)=O)C(COC(C)=O)CC1COC(C)=O (stereo not drawn)	4%	-18%	3%	-4	-2%	3	x	-3%	-6%[11.4 µM]
COc1ccc(OC)c(C(=O)c2ccc([N+](=O)[O-])cc2)c1	7%	-12%	-3%	-1	-5%	3	x	-4%	6%[57.1 µM]
O=C(Nc1ccc(S(=O)(=O)NCC2CCCO2)cc1)c1ccc(F)cc1 (stereo not drawn)	2%	-5%	6%	3	2%	-5	0.9%	5%	6%[57.1 µM]
CCCCn1c(N)c(N(CCC(C)C)C(=O)C2=COCCO2)c(=O)[nH]c1=O	13%	-13%	0%	3	-3%	-6	-0.5%	-6%	-4%
O=C(Nc1c(O)c2ccccc2oc1=O)c1ccccc1Cl	15%	u	-2%	2	-3%	2	2.8%	2%	-4%
COC(=O)[C@@]1(C)[C@H]2C(=O)N(C)C(=O)[C@H]2[C@H]2CN=C(SCC(=O)c3ccccc3)N21	-2%	-7%	2%	-17	7%	-8	x	-2%	-5%
Cc1nnc(SCc2cc(=O)[nH]c(/N=C(\N)Nc3ccccc3Sc3ccccc3)n2)s1	-9%	-24%	-10%	8	1%	-8	-0.3%	-1%	-4%
CCOCCCNC(=O)C(Cc1ccccc1)NS(=O)(=O)c1ccc2c(c1)c(=O)n(C)c(=O)n2C (stereo not drawn)	-13%&0%	-3%&-25%	6%&1%	1&5	-2%&-3%	-8&1	4.7%&9.0%	0%&1%	0%&12%
CCCNC(=O)c1ccc2nc(-c3ccccc3)c(-c3ccccc3)nc2c1	1%	-24%	0%	7	-4%	2	0.9%	-10%	9%[11.4 µM]
CCCCN(C)C(=O)c1ccc2c(c1)N(Cc1cccc(F)c1)C(=O)c1ccccc1S2	-13%	-35%	-5%	-4	-1%	1	0.3%	3%	-6%[57.1 µM]
CNc1snc(C)c1C(=O)OCC(=O)c1cc(F)ccc1OC	-14%	-14%	-2%	-2	-3%	2	-0.8%	1%	-3%
CC(=O)c1ccc(N2CCN(C(=S)Nc3cc(C)ccc3C)CC2)cc1	-3%	-19%	1%	-4	0%	-9	4.1%	3%	-3%
CCOC(=O)CSc1nc2nc(Cl)c(Cl)nc2[nH]1	21%	u	1%	-3	-2%	-5	x	5%	x
CC(C)(C)c1ccc(C(=O)Nc2ccc(C(=O)OCc3cc(=O)n4ccsc4n3)cc2)cc1	-1%	-16%	0%	-2	-9%	-5	2.3%	1%	4%[57.1 µM]
CCN1CCc2nc(NC(=O)Cc3ccc4c(c3)OCCO4)sc2C1	-2%	-12%	1%	1	0%	-6	-0.1%	-7%	-5%
C/C(Cc1ccccc1)=N\NC(=O)CNC(=O)c1ccc(Cl)cc1Cl	-6%	-25%	u	10	-1%	-4	4.4%	18%	-3%
CC1(C)CC(=O)C(C(c2ccc(Br)cc2)C2C(=O)CC(C)(C)CC2=O)C(=O)C1	0%	-21%	3%	-8	-5%	-1	-0.6%	4%	10%
CC(=O)Nc1ccc(OCCC[n+]2ccccc2)cc1	-7%	-10%	6%	1	-1%	4	4.0%	-4%	-2%
CCOc1ccc(-c2nnc(SCC(=O)NC3CC3)o2)cc1	-5%	-14%	0%	-2	-6%	-1	-0.9%	4%	2%
Cc1cc(C)n(CC(O)CN(c2ccccc2)S(=O)(=O)c2ccc3ccccc3c2)n1 (stereo not drawn)	5%	-21%	1%	-1	-4%	-1	0.1%	-1%	-4%
O=C(NCc1ccccc1)C(c1ccc(F)cc1)N(C(=O)c1csnn1)C1CCCC1 (stereo not drawn)	-3%	-4%	0%	-2	-4%	-2	1.0%	u	4%[57.1 µM]
Nc1cc(=O)nc(SCC(=O)Nc2ccc(F)cc2)n1-c1ccccc1Cl	1%	-2%	-5%	-3	-2%	0	-0.7%	1%	14%[11.4 µM]
O=C(CCCOc1ccccc1)n1nnc2ccccc21	-2%	-1%	3%	-5	-5%	-5	0.0%	-9%	5%
COc1ccccc1CNc1ccc(-c2nc(C(C)C)no2)cc1[N+](=O)[O-]	7%	-30%	-8%	-4	0%	-1	29%	-19%	-3%
CC(C(=O)NC1CCCCC1)N1CCN(S(=O)(=O)c2cccs2)CC1 (stereo not drawn)	-11%	-1%	10%	1	0%	-7	-1.7%	-6%	-4%
C=CCC[C@H](Cc1ccc(F)cc1)C(=O)OC[C@@H](Cc1c[nH]c2ccccc12)NC(=O)[C@@H](CC=C)CC(=O)N[C@H](CO)Cc1ccccc1	-4%	-23%	-3%	2	-3%	0	x	2%	-4%
Nc1nc(-c2ccccn2)nc(N)c1Cc1c(F)cccc1Cl	0%	-13%	2%	-3	1%	7	2.0%	u	-4%[57.1 µM]
Cc1noc(C)c1-c1ccc(C(=O)Nc2cccc(C(F)(F)F)c2)c2occc12	x	x	-4%	3	3%	-4	x	x	x
NC(=O)CC(NC(=O)Cc1ccc(Cl)cc1)c1ccc(N2CCC(Cc3ccccc3)CC2)c([N+](=O)[O-])c1 (stereo not drawn)	-3%	20%	-7%	4	-1%	-3	-2.7%	-9%	3%[57.1 µM]
CCc1ccc(N2CC(C(=O)Nc3ccc(F)cc3)CC2=O)cc1 (stereo not drawn)	3%	-6%	0%	0	-2%	-2	-1.9%	2%	4%
CCOC(=O)c1cccc2c(=O)c(C(=O)c3ccc(Cl)cc3)c(C(=O)OC)[nH]c12	-2%	2%	-3%	-3	-4%	-5	0.0%	4%	-7%
COc1ccc(S(=O)(=O)N2CCCCC2)cc1NC(=O)C1CC(=O)N(Cc2ccco2)C1 (stereo not drawn)	3%	u	-3%	-6	-2%	0	x	3%	-9%[57.1 µM]
CCOc1ccc(N(CC(=O)Nc2cccc(N(C)S(C)(=O)=O)c2)S(=O)(=O)c2ccccc2)cc1	7%	-15%	1%	-1	-3%	2	3.7%	5%	-3%
CCOC(=O)C1CCN(C(=O)C2CCN(S(=O)(=O)c3ccc4ccccc4c3)CC2)CC1	10%	-13%	-1%	-2	1%	5	0.8%	2%	0%
COc1nc(-c2ccccc2)cc(-c2ccccc2)n1	8%	-21%	-12%	1	-3%	1	-0.9%	-13%	-6%[57.1 µM]
CCOc1cc(N2CCOCC2)c(OCC)cc1NC(=S)NCCCOC	11%	u	2%	-3	-1%	10	0.7%	0%	-11%[57.1 µM]
O=C(c1ccccc1)c1cccc(NC(=O)c2ccco2)c1	6%	-11%	-3%	7	4%	-4	-0.1%	2%	-2%
Oc1ccccc1C(=S)N1CCN(c2cccc(Cl)c2)CC1	1%	-16%	1%	-5	-3%	1	-2.5%	3%	2%[11.4 µM]
Cc1ccc(S(=O)(=O)Nc2ccccc2C(=O)Nc2nc(-c3ccc(F)cc3)cs2)cc1	-17%	-12%	-7%	5	-4%	-3	-1.4%	6%	45%[activator]
O=S(=O)(NCCS(=O)(=O)N1CCN(c2ccccc2F)CC1)c1ccc(Cl)cc1	8%	-11%	5%	2	-3%	4	2.5%	6%	5%[57.1 µM]
CC1(C)CC(=O)c2cn3nc(C(F)(F)F)nc3nc2C1	2%	-12%	-13%	0	-5%	0	0.5%	6%	6%[57.1 µM]
Cc1nc(COc2ccc(C(=O)NCc3ccccc3CN3CCCCC3)cc2)cs1	1%	-15%	0%	3	-6%	-3	-1.8%	-9%	5%

Screening results (PubChem)
